# Rat MKP-3 inhibitors: MKP-3 phosphatase inhibitors, primary screen, biochemical, rat enzyme, in vitro (AID 425); one-dose inhibition, % at 20 µM; IC50 in µM for titrated hits; recombinant MKP-3 phosphatase activity, fluorescence; higher % means a stronger effect; 110,000 tested, 0.17% active; in the data active = inhibition above about 50%;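 note: plate controls were vehicle for no effect and reference inhibitor for full effect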
# Hsp70 displacement: small molecules displacing fluorescent ligand from Hsp70 – biochemical, fluorescence polarization, primary screen (AID 583); Hsp70 fluorescence polarization probe displacement, mP; higher % means a stronger effect; 140,000 tested, 0.06% active; one-dose displacement, % at 20 µM; IC50 in µM for titrated hits; in the data active = displacement above about 50%;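 note: plate controls were vehicle for no effect and reference ligand for full effect; a part of the inactive calls stands beside numbers as strong as those of hits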
# Active calls of the source: *; / = no result given; & = joins results of further samples. Only part of the results is shown, so the mix of outcomes need not match the whole.
SMILES,Rat MKP-3 inhibitors,Hsp70 displacement
COC(=O)CN1C(=O)C(O)(CC(=O)c2ccc(Br)cc2)c2ccccc21 (stereo not given),0.0%,2.9%
O=C(O)C1C2C=CC3(CN(Cc4ccco4)C(=O)C13)O2 (stereo not given),-12.9%,2.3%
O=C(O)C1CCCCC1C(=O)N1CC=C(c2ccccc2)CC1 (stereo not given),-15.8%,-1.1%
CN1CCN(CCCn2cnc3c(=O)oc4ccccc4c32)CC1,-0.6%,1.2%
COc1ccccc1Oc1c(C)oc2cc(OC(=O)c3ccco3)ccc2c1=O,6.0%,7.3%
CCCCC(c1nnnn1CC1CCCO1)N1CCN(c2nc3ccccc3s2)CC1 (stereo not given),-16.3%,3.1%
COc1ccc(C(=O)O/N=C(\N)c2ccc(OC)c(OC)c2)cc1,1.1%,-2.3%
O=C(NCc1ccco1)C1Cc2ccccc2CN1S(=O)(=O)c1ccccc1F (stereo not given),-0.5%,0.9%
Cc1nnc(SC(C)C(=O)N2CCc3ccccc32)s1 (stereo not given),/,0.8%
Cc1cc2oc(=O)cc(C)c2cc1NC(=O)CCC(=O)O,-4.9%&0.3%,3.5%&0.6%
CCc1cccc(NC(=O)CSCc2cc(=O)[nH][nH]2)c1,/,-0.2%
Cc1ccc(S(=O)(=O)N2CCCC(C(=O)NCC3COCCO3)C2)cc1 (stereo not given),1.9%,-1.0%
CC1=C(C)C(=O)N(c2ccc(C(=O)O)cc2)C1=O,-4.5%,-3.3%
CCOc1ccc(-c2nnc(NC(=O)CCCOc3cccc(C)c3)o2)cc1,-8.9%,3.8%
Cc1cccc2sc(NC(=O)CN(C)S(=O)(=O)c3ccc(Br)s3)nc12,-12.6%,/
C=CCn1c(SCc2nc3ccccc3[nH]2)nnc1-c1ccccn1,-9.6%,-2.6%
O=C1C/C(=C/NCc2ccccc2)C(=O)N1,-6.9%&3.9%,0.2%&-0.6%
O=C(Nc1ccccc1C(=O)O)c1ncn[nH]1,-9.5%,-2.3%
COc1ccc(Oc2cc(C(F)(F)F)cnc2C(N)=O)cc1,/,-0.2%
COC(=O)C1=C(O)CSC1=Nc1cccc(C(F)(F)F)c1,-10.8%,0.8%
COc1ccc(-c2cc(C(=O)NN=Cc3c(O)ccc4ccccc34)[nH]n2)cc1,17.9%,-10.8%
Cc1ccc(C2CC(=O)C=C(O)C2)cc1 (stereo not given),/,-1.3%
COc1ccc(Oc2c(C(F)(F)F)oc3c(CN(C)C)c(O)ccc3c2=O)cc1,0.3%,-5.5%
CCOc1c(Br)cc(C(N)=O)cc1OC,-1.6%,-2.0%
Cc1ccc(C)c2[nH]c(=O)c(CN(CCCN(C)C)C(=O)NCc3ccccc3)cc12,-10.0%,0.6%
Cc1[nH]c2ccc3c(ncn3CCC#N)c2c1C,9.9%,-7.0%
CCn1cc(C(=O)O)c(=O)c2cnc(N3CCN(C(=O)Nc4ccccc4)CC3)nc21,/,-0.5%
Cc1ccc(-c2nc(CS(=O)CC(=O)NC3CCCC3)c(C)o2)cc1 (stereo not given),4.5%,-0.3%
CCOC(=O)N1CCN(c2cc(N3CCC(C)CC3)c(F)cc2[N+](=O)[O-])CC1,3.6%,0.0%
O=C(c1cccc(Cl)c1)N1CCCC(C(=O)N2CCCCCC2)C1 (stereo not given),-13.6%,0.1%
COc1ccc(S(=O)(=O)N2CCC(C(=O)N3CCc4ccccc4C3)CC2)cc1,5.2%,-2.7%
Cc1cc(S(=O)(=O)NCC(=O)O)ccc1F,-13.1%,0.4%
c1ccc(-c2nnc3sc(-c4ccncc4)nn23)cc1,-20.7%,1.9%
CCCCNC(=S)NNC(=O)c1nn(C)cc1Cl,/,-3.2%
Cc1ccc2c(c1)C1(OCCO1)C(=O)N2,/,-2.0%
Cc1ccccc1NC(=O)N1CCCC(c2nc(-c3ccc(C(C)C)cc3)no2)C1 (stereo not given),-11.0%,0.9%
O=C(Nc1ccc(NC(=S)NC(=O)c2ccco2)cc1)c1ccccc1,-0.7%,0.7%
CC(C)(C)OC(=O)NCCc1nnc(SCC(=O)c2ccc(Cl)cc2)o1,1.5%,6.9%
CCOC(=O)N1CCC(NC(=O)C2CCN(S(=O)(=O)c3cnc[nH]3)CC2)CC1,2.3%,-4.0%
Cc1cc(SCC(=O)c2ccccc2)n2nc(C)nc2n1,-7.7%,-6.0%
CCC(=O)N1CCc2cc(S(=O)(=O)CCC(=O)NCCC3=CCCCC3)ccc21,4.9%,-4.0%
COC(=O)c1ccccc1OC(=O)c1cccnc1,/,28.0%
COc1ccc(C(=O)N2CCN(c3cccc(C)c3C)CC2)c(OC)c1,-0.1%,0.5%
O=C(NCc1ccccn1)c1cc2n(n1)C(C(F)(F)F)CC(c1ccco1)N2 (stereo not given),-10.8%,6.2%
C=CCc1cccc2cc(C(=O)NC(C)c3ccccc3)c(=O)oc12 (stereo not given),2.8%,-5.1%
Cc1ccc(C)c(OCc2nnc(NC(=O)c3ccccc3)s2)c1,5.4%,-8.4%
CCCCCn1c(C(C)NC(=O)CCC)nc2ccccc21 (stereo not given),-9.1%,0.1%
Cc1ccc2c(c1)N(C(=O)COc1nc3ccccc3s1)C(C)(C)c1ssc(=S)c1-2,4.7%,6.5%
Cc1ccc(OCC(=O)NNC(=O)c2ccco2)c(C)c1,2.0%,-4.0%
NC(=O)CN(c1ccc(F)cc1)S(=O)(=O)c1ccccc1,-5.0%,1.1%
Brc1ccc(OCCCCCn2ccnc2)cc1,0.3%,-1.1%
O=C(CSc1ccc2nnc(-c3ccccn3)n2n1)Nc1ccc2c(c1)OCO2,-5.9%,0.4%
CCOc1cc(OCC)cc(C(=O)Nc2ccc(N(CC)CC)cc2)c1,-0.1%,0.7%
CC(C)CC(=O)Nc1cc(C(=O)O)cc(C(=O)O)c1,4.0%,1.2%
Cc1ccc(-c2nn3c(=O)cc(N4CCN(c5ccc(C(F)(F)F)cc5[N+](=O)[O-])CC4)nc3s2)cc1,2.8%,-4.9%
CC(C)c1nc(NCCN2CCOCC2)c(C#N)c2c1COC(C)(C)C2,0.6%,3.8%
COC(=O)CCC(=O)NNc1ccc([N+](=O)[O-])cc1,0.5%,5.8%
Cc1ccc(S(=O)(=O)N2CCCCC2C(=O)N2CCN(C)CC2)cc1 (stereo not given),/,2.9%
COc1cc(C)c(CNC2CCCCC2)cc1C,/,-2.9%
CCN(c1cccc(C)c1)S(=O)(=O)c1ccc2c(c1)CCN2C(C)=O,-1.9%,/

# Entries of single compounds from above. Order of screens: Rat MKP-3 inhibitors, Hsp70 displacement
# CCN(c1cccc(C)c1)S(=O)(=O)c1ccc2c(c1)CCN2C(C)=O is listed as -1.9%, /
# CC(C)c1nc(NCCN2CCOCC2)c(C#N)c2c1COC(C)(C)C2 is listed as 0.6%, 3.8%

# (listing goes on)
SMILES,Rat MKP-3 inhibitors,Hsp70 displacement
O=C(c1cnc2ccccn2c1=O)N1CCc2ccccc21,-4.0%,-5.3%
COc1ccc(-c2cc(-c3ccccc3)c(C#N)c(S(C)(=O)=O)n2)cc1,/,-0.1%
COCCn1c(SCC(=O)Nc2cccc(C)c2)nnc1C(C)C,-0.7%,4.6%
Cn1c(=O)cc(OCCCC(=O)Nc2ccccn2)c2ccccc21,7.2%,5.9%
CCOC(=O)C1(C)NC(c2ccc(N(C)C)cc2)C2C(=O)N(CC)C(=O)C21 (stereo not given),-6.4%,1.4%
O=S(CC(O)COc1ccc(Cl)cc1)c1ccccn1 (stereo not given),-1.0%,-2.2%
CC1=C(C(=O)Nc2ccccc2)C(c2ccncc2)C(C#N)=C(SCC(N)=O)N1 (stereo not given),4.1%,1.9%
Oc1oc(-c2ccccc2)nc1C=Nc1ccc(Cl)c(Cl)c1,2.1%,-3.8%
Cc1[nH]n(-c2ccccc2)c(=O)c1C(=O)C(F)(F)F,16.2%,0.2%
CSC(N)=NC(=NS(=O)(=O)c1ccccc1)c1ccccc1,6.4%,0.6%
Cc1cc(-c2ccccc2)n(C(N)=S)n1,0.3%,15.4%
COC(=O)c1sc(=S)n(-c2ccccc2)c1N,-9.7%,-0.6%
CSc1nc(NC(C)=O)nc(C)c1Br,/,-2.3%
CC(Oc1ccccc1)C(=O)Nc1cc([N+](=O)[O-])ccc1Cl (stereo not given),1.6%,-4.5%
Cc1cccc(NC(=O)c2cc(-c3ccc(Br)cc3)nc3ccccc23)n1,0.1%,3.5%
CCNC(=O)NC(=O)CSc1ccc(NC(C)=O)cc1,-4.1%,3.3%
O=C1CC(c2cccs2)Sc2nc3ccccc3n21 (stereo not given),-4.3%,-0.3%
CCCC1=NN2C(=N)/C(=C/c3ccc(OCc4ccccc4Cl)cc3)C(=O)N=C2S1,4.9%,-2.6%
COC(=O)c1cc(Br)cc(NC(C)=O)c1,-4.3%,0.9%
COc1cccc(N(CC(=O)Nc2ccc3ccccc3c2)S(=O)(=O)c2ccccc2)c1,3.7%,0.5%
CS(=O)(=O)c1sc2nc(-c3ccccc3)cc(-c3ccccc3)c2c1N,/,4.0%
CC(=O)N1CCC2(CC1)C(C#N)=C(N)Oc1n[nH]c(CSc3ccc(C)cc3)c12,-5.0%,-3.4%
CCC(=O)N1CCc2cc(S(=O)(=O)CCC(=O)Nc3ccc(C)c(F)c3)ccc21,-3.4%,-3.0%
COc1ccccc1N1CCN(S(=O)(=O)c2ccc(Cl)s2)CC1,-4.0%,1.0%
CCCNC(=O)C1CC(=O)N(c2ccc(Br)cc2)C1 (stereo not given),0.7%,-1.2%
CCOC(=O)c1cc2c(ccn2C)n1CC(=O)N1CCC(C)CC1,/,3.2%
CCCCN1C2CCCC1CC(NC(=O)c1ccc(OC)c(OC)c1)C2 (stereo not given),-5.9%,-2.3%
CCOC(=O)CSc1nnc(CNc2ccc(Cl)cc2)n1-c1ccccc1,-6.2%,-0.2%
CC(C)(C)c1ccc(SCC(N)=O)cc1,-10.8%,-2.6%
CCOc1ccccc1NC(=O)Cc1coc2cc(C)ccc12,/,6.5%

# 3 entries from above, arranged by SMILES length, largest number first:
SMILES,Rat MKP-3 inhibitors,Hsp70 displacement
CC1=C(C(=O)Nc2ccccc2)C(c2ccncc2)C(C#N)=C(SCC(N)=O)N1 (stereo not given),4.1%,1.9%
CSC(N)=NC(=NS(=O)(=O)c1ccccc1)c1ccccc1,6.4%,0.6%
COCCn1c(SCC(=O)Nc2cccc(C)c2)nnc1C(C)C,-0.7%,4.6%

# Other entries
SMILES,Rat MKP-3 inhibitors,Hsp70 displacement
C=CCn1c(-c2ccccc2)c(NC(=O)c2ccccc2)sc1=Nc1cccc(Cl)c1,3.6%,-1.2%
Cn1c(SCc2ccccc2)nnc1-c1ccncc1,-8.4%,-5.4%
Cc1ccc(N2CC(C(=O)Oc3cccc(N4C(=O)CCC4=O)c3)CC2=O)cc1 (stereo not given),-3.1%,-1.1%
O=C(Nc1ccc(S(=O)(=O)Nc2ccc(Cl)cc2)cc1)C1CCCO1 (stereo not given),-1.7%,2.1%
Cn1c(=O)[nH]c(=O)c2c1nc(NCc1ccccc1)n2CC(O)c1ccccc1 (stereo not given),-4.8%,2.4%
O=C(Nc1ccccc1)Nc1nnc(Cc2ccc(Cl)c(Cl)c2)s1,4.3%,-4.5%
CCOc1ccc(OCC)c(NC(=O)CSc2nnc(-c3cccnc3)o2)c1,-1.1%,-4.4%
Cc1ccc(-c2nnn(CC(=O)N(Cc3cccs3)C(C(=O)NC3CCCC3)c3ccncc3)n2)cc1 (stereo not given),/,1.1%
CCN1CCN(C(=S)Nc2ccccc2Cl)CC1,/,-1.4%
COc1cc(/C=N\n2c(C)nnc2C)ccc1OCc1ccccc1,1.6%,2.0%
O=C(CN(C(=O)CNC(=O)c1ccco1)c1ccc(Cl)c(Cl)c1)NC1CCCCC1,-1.0%,-3.5%
Cn1c(NCCCO)nc2c(c1=O)C1(CCCCC1)Cc1ccccc1-2,2.3%,-1.7%
O=[N+]([O-])c1cccnc1N1CCOCC1,-0.3%,-2.0%
COc1cc(/C=C2\C(=O)NC(=O)N(c3cc(C)cc(C)c3)C2=O)cc(OC)c1O,-2.3%,2.6%
CCSc1nnc([C@H](Cc2c[nH]c3ccccc23)NC(=O)OC(C)(C)C)o1,/,-0.5%
CCOC(=O)c1cccc(NC(=O)c2cc3sccc3n2C)c1,-7.9%,-0.9%
Cc1ccccc1OCCSc1nc2ccccc2c(=O)[nH]1,-0.6%,-4.5%
N#CC1=C(N)n2c(s/c(=C\c3ccc4c(c3)OCO4)c2=O)=C(C#N)C1c1ccc2c(c1)OCO2 (stereo not given),16.4%,12.6%
CCOC(=O)c1[nH]c2ccc(OC)cc2c1NC(=O)CCN1CCCC(C)C1 (stereo not given),-1.6%,0.1%
COc1ccc(C2NC(=S)NC(C)=C2C(=O)Nc2ccccc2Cl)c(OC)c1 (stereo not given),1.1%,-3.4%
O=C(Nc1cccc(-c2nc3cc(Cl)ccc3o2)c1)c1ccc(Cl)cc1,2.1%,-0.3%
CCOc1ccccc1OCCCC(=O)N1CCN(S(=O)(=O)c2cccc(F)c2)CC1,-9.4%,3.9%
N#Cc1c(N2CCN(C(=O)c3ccccc3)CC2)nc(-c2ccccc2)c2c1CCCC2,/,-3.4%
CCCCOC(=O)c1ccc(NC(=O)CSc2ccccn2)cc1,2.1%,-4.0%
C=CCSc1nc2ccccc2n1S(=O)(=O)c1ccc(C)cc1,/,4.1%
